SSB-PriA inh = inhibitors of Klebsiella pneumoniae PriA binding to SSB C-terminal tail, primary screen, biochemical, AlphaScreen; 430,000 compounds, 0.6% hits; inhibition, % at 33 µM; AlphaScreen SSBct-PriA binding, biotinylated peptide; PriA–SSB C-terminal tail interaction (Klebsiella pneumoniae); in the data active = inhibition mostly above about 37%, no sharp cut-off; inactive = mostly below about 20%;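 also: plate controls were negative control peptide for no effect and reference peptide for full effect; strong numbers were not always called active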
TcdB inh = TcdB glycohydrolase inhibitors, primary screen, biochemical, single point, plate reader. Toxin B (Clostridioides difficile), P18177. TcdB glycohydrolase enzymatic assay. inhibition, % at 9.99 µM. 350,000 compounds, 0.24% hits. AID 652162, 2013; in the data active = inhibition above about 10%
CCHFV vOTU inh = CCHFV vOTU protease inhibitors, primary screen, biochemical, Pep-AMC substrate, fluorescence; Crimean-Congo hemorrhagic fever virus L polyprotein viral ovarian tumor (vOTU) protease …; inhibition, % at 11.5 µM; 370,000 compounds, 0.55% hits; in the data active = inhibition above about 30%; also: 0% = vehicle wells with enzyme and 100% = no enzyme wells
BH1578 lux ind = inducers of Vibrio cholerae quorum light production without autoinducers, primary screen, BH1578 luxS cqsA deficient, single point; V. cholerae BH1578 lux reporter, luminescence, 6 h; activation, % at 18.7 µM; 350,000 compounds, 0.16% hits; in the data active = activation mostly above about 9.7%, no sharp cut-off; also: not every result past the cut was called active; inactives centre near 0; reference of the scale not given here
Rv3671c protease = Rv3671c serine protease inhibitors, primary screen, biochemical, fluorescence polarization, M. tuberculosis H37Rv; 320,000 compounds, 0.048% hits; P9WHR9; inhibition, % at 5.96 µM; in the data active = inhibition above about 38%;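 also: extracellular domain of Rv3671c used as enzyme; 0% = enzyme with DMSO and 100% = no enzyme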
Target sequence (P9WHR9 whole entry, looked up, the tested form may be a part): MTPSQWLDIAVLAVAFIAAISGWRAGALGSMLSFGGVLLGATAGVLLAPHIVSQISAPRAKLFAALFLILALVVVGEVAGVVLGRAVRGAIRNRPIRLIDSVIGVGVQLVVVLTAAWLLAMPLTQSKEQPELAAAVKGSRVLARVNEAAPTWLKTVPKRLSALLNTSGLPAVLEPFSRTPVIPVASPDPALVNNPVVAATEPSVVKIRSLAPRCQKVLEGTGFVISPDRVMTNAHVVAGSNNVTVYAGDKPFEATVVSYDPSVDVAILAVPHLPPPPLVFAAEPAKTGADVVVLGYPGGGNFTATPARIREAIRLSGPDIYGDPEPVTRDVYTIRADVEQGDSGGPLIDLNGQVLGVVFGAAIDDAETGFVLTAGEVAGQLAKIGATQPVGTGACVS
VHR inh abs = VHR1 phosphatase inhibitors, primary screen, biochemical, absorbance, uHTS. Dual specificity protein phosphatase 3 (Homo sapiens), P51452. recombinant VHR phosphatase, pNPP absorbance. inhibition, % at 13.3 µM. 290,000 compounds, 0.52% hits. AID 1654, 2009; in the data active = inhibition above about 50%; also: some compounds called inactive have numbers as strong as hits
Target sequence (P51452 whole entry, looked up): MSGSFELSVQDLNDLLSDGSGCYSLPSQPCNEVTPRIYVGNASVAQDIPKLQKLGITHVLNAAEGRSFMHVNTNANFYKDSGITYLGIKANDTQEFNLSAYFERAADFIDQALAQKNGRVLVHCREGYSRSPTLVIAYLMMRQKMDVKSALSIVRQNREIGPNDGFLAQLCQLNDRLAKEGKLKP
MazEF act = activators of E. coli MazEF toxin-antitoxin RNase, primary screen, biochemical, fluorescence, uHTS; 350,000 compounds, 0.32% hits; activation, % at 20 µM; FAM/BHQ RNA-DNA oligo cleavage fluorescence, 5 h; in the data active = activation above about 50%
Target sequence (P0AE70 whole entry, looked up): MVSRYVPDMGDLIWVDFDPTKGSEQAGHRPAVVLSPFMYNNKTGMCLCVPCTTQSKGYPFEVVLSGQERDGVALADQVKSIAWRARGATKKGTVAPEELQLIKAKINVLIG
PrPC TRFRET = inhibitors of human cell surface prion protein PrPC, primary screen, cell-based, TR-FRET; 370,000 compounds, 0.43% hits; Major prion protein (Homo sapiens), P04156; AID 720596, 2013; inhibition, % at 13.8 µM; TR-FRET read-out; in the data active = inhibition above about 24%; also: 0% = median of the test wells and 100% = reference compound wells
SARS 3CLpro inh = SARS-CoV 3CLpro protease inhibitors, primary screen, biochemical, quenched FRET; Replicase polyprotein 1ab (Severe acute respiratory syndrome coronavirus), P0C6X7; recombinant SARS-CoV 3CLpro, quenched FRET peptide cleavage; inhibition, % at 6 µM; 290,000 compounds, 0.14% hits; AID 1706, 2009; in the data active = inhibition above about 12%
Yp Topo-I inh = Yersinia pestis topoisomerase I inhibitors, primary screen, biochemical, cleavage product accumulation, plate reader, single point; DNA topoisomerase I (Yersinia pestis CO92); Y. pestis Topo-I cleavage product accumulation; activity, % at 10 µM; 360,000 compounds, 0.064% hits; AID 504884, 2011; in the data active = activity above about 50%, passing the limit was not always enough; also: inactives centre near 2
Starred values were filed as active, the others as inactive; i = inactive; · = no result given; & = joins results of further samples.

SMILES | SSB-PriA inh | TcdB inh | CCHFV vOTU inh | BH1578 lux ind | Rv3671c protease | VHR inh abs | MazEF act | PrPC TRFRET | SARS 3CLpro inh | Yp Topo-I inh
O=C1NC(=O)N(CCc2ccc(F)cc2)C(=O)/C1=C/C=C/c1ccccc1 | -3 | 0.2 | -14 | i | -8 | 8 | 4 | 4 | -3 | 0
Brc1ccc(C2=CC(c3cccs3)n3ncnc3N2)cc1 (stereo not given) | -7 | · | -12 | -0.3 | -27 | 20 | -312 | -7 | 3 | 9
CCOc1cc(C(c2c(C)[nH][nH]c2=O)c2c(C)[nH][nH]c2=O)cc(Cl)c1O | -13 | 1.1 | -2 | i | 2 | 0 | 16 | 0 | 1 | 2
Cc1cc(=O)[nH]c2ccc(S(=O)(=O)N3CCOCC3)cc12 | 3 | 1.6 | -10 | 0.9 | -2 | 47 | 3 | 7 | -10 | 8
CCOc1ccc(NS(=O)(=O)c2ccc(NC(=O)c3ccccn3)cc2)cc1 | 21 | -0.3 | 8 | i | -20 | · | -2 | -2 | · | -1
[O-]/C(=C(\C(=S)Nc1cccc2ccccc12)[n+]1cccc(CO)c1)c1ccc(Cl)s1 | · | 2.0 | 2 | i | · | 6 | 6 | -10 | 2 | -14
CN1CCN(c2ccc([N+](=O)[O-])c(Sc3nc4ccccc4[nH]3)c2)CC1 | -11 | -4.0 | · | i | 4 | 37 | 16 | · | -7 | -1
CCOc1cccc(/C=N/NC(=O)CC2C(=O)NN=C2C)c1O (stereo not given) | · | 0.0 | 16 | 5.6 | -1 | 16 | -11 | -2 | 9 | 2
CCCC1(c2ccccc2)NC(=O)N(CCN2C(=O)c3ccccc3C2=O)C1=O (stereo not given) | -6 | · | · | · | 1 | 10 | -1 | · | 2 | -7
CN(C)c1ccc(/C=C2/C[N+](C)(C)C/C(=C/c3ccc(N(C)C)cc3)C2=O)cc1 | 41 | -4.1 | 12 | i | · | · | -2 | -52 | · | -26
COc1ccc(/C(C)=N/NC(=O)CCC(=O)Nc2ccc(Cl)cc2Cl)c(OC)c1 | · | -0.7 | -6 | 0.7 | -3 | -2 | -11 | -1 | -6 | 25
O=C(c1ccc(Cl)c(S(=O)(=O)N2CCOCC2)c1)N1CCN(c2ccccc2)CC1 | -2 | -0.4 | -8 | 0.1 | 8 | 30 | 3 | -8 | 0 | 15
C=CCSc1nnc(NC(=O)CSc2nc3ccccc3[nH]2)s1 | -8 | · | -6 | i | -5 | 3 | -2 | -1 | 0 | 4
COCCn1cnc2c1c(=O)n(CC(=O)OCC#N)c(=O)n2Cc1ccccc1 | -10 | 3.0 | -12 | -1.6 | 1 | -9 | 2 | 8 | -1 | 5
O=C(/C=C/c1ccco1)NCCCN1CCN(CCCNC(=O)/C=C/c2ccco2)CC1 | -4 | · | -9 | -0.1 | 3 | -1 | 4 | -14 | 4 | 5
C=CCNC(=O)COC(=O)c1cc(S(=O)(=O)N2CCCCC2)ccc1Cl | -14 | 0.3 | 10 | i | 0 | -15 | -9 | 7 | -3 | -5
Cc1ccc(Cl)cc1NC(=S)N(Cc1ccccc1)Cc1cccnc1 | -7 | 0.7 | -2 | -0.9 | -6 | 18 | 6 | -6 | 3 | 9
CC1(C)Cc2cccc(C(=O)Nc3ccc(Cl)cc3)c2O1 | -17 | 1.9 | 7 | 0.0 | 1 | 10 | 3 | 6 | 3 | -1
CN(C(=O)c1sc2nc(N3CCCC3)c3c(c2c1N)CC(C)(C)OC3)c1ccccc1 | -11 | 0.4 | 10 | -2.5 | 2 | -9 | 2 | 11 | -1 | -2
O=C(CSc1nc2nccnc2c(=O)n1Cc1cccs1)Nc1ccccc1F | 0 | 0.5 | 3 | i | -10 | 13 | 12 | -8 | -4 | 1
CS(=O)(=O)N(CC(=O)Nc1ccccc1Sc1ccccc1)c1cccc(Br)c1 | -16 | · | -5 | i | -4 | -2 | -7 | 10 | 8 | 6
O=C(Cn1nc(Cl)nc1Cl)c1ccc2c(c1)OCCO2 | -1 | · | 0 | -2.9 | -9 | 21 | 6 | 1 | 3 | -6
COc1ccc(NC(=O)C[C@H]2C(=O)N(CCc3ccccc3)C[C@@H]2c2ccc(OC)cc2)cc1 | · | 1.3 | 19 | i | · | · | 5 | 0 | · | 9
N#CC(C#N)=C/C=C(\Nc1ccc(Cl)cc1)c1ccc(Cl)cc1 | -2 | 0.3 | -7 | 7.1 | -9 | 34 | -3 | -13 | -5 | -2
Cc1ccc(CSCCNC(=O)CCSc2ccccc2)cc1 | -19 | · | 9 | i | -6 | 14 | 0 | 2 | -3 | 46
O=C(Nc1cccc(-c2cn3ccccc3n2)c1)c1cccs1 | 19 | 1.8 | -3 | -0.4 | -13 | 10 | -2 | 1 | -5 | -8
O=S(=O)(/N=C(/NNS(=O)(=O)c1ccccc1)c1ccccc1)c1ccccc1 | · | 2.2 | -7 | -0.2 | -6 | 20 | 0 | 1 | 3 | 4
Cc1cc(OCC(O)CN2CCN(C)CC2)ccc1C(C)C (stereo not given) | 2 | 0.6 | -3&2 | i | -2 | 32 | 9&0 | 3&2 | 1 | -3&-4
O=C(NCc1nnc(SCC(=O)N2CCC(Cc3ccccc3)CC2)o1)c1ccccc1F | 5&-4 | 0.6 | 0 | i | 8 | 16 | 14 | 0 | -2 | 8
O=C(O)CN1C(=O)C(=O)N(Cc2ccc(C(F)(F)F)cc2)C1=O | -4 | 0.9 | 8 | i | 0 | 4 | -6 | 0 | 1 | 2

Record cards, as listed above. Order of screens: SSB-PriA inh	TcdB inh	CCHFV vOTU inh	BH1578 lux ind	Rv3671c protease	VHR inh abs	MazEF act	PrPC TRFRET	SARS 3CLpro inh	Yp Topo-I inh
O=C(Cn1nc(Cl)nc1Cl)c1ccc2c(c1)OCCO2 as listed: -1	·	0	-2.9	-9	21	6	1	3	-6
Cc1cc(OCC(O)CN2CCN(C)CC2)ccc1C(C)C (stereo not given) as listed: 2	0.6	-3&2	i	-2	32	9&0	3&2	1	-3&-4

(more compounds)
SMILES | SSB-PriA inh | TcdB inh | CCHFV vOTU inh | BH1578 lux ind | Rv3671c protease | VHR inh abs | MazEF act | PrPC TRFRET | SARS 3CLpro inh | Yp Topo-I inh
COC(=O)C1=C(c2cccc(OCc3ccccc3)c2)C[C@@H]2CC[C@H]1N2C(=O)NCc1ccc(F)cc1 | 0 | 4.8 | -9 | 0.3 | -12 | · | 4 | 15 | · | 16
Cc1ccc(OCCN(C)C)c([N+](=O)[O-])c1 | 5 | · | 0 | -0.1 | 6 | -2 | -3 | -6 | 3 | -2
Cc1cc(NC(=O)CSc2nnc(-c3ccco3)n2CC2CCCO2)no1 (stereo not given) | -12 | · | -5 | -0.4 | -4 | 5 | -8 | 7 | 3 | 0
O=C(CC1C(=O)NCCN1Cc1ccc(-c2ccccc2)cc1)NCc1ccncc1 (stereo not given) | 21 | 1.0 | -7 | i | -9 | -19 | -1 | 0 | 1 | 7
Cn1c(N2CCOCC2)nc(-c2ccccc2)c1-c1ccccc1 | 13 | · | -5 | -0.4 | -5 | 27 | 2 | -1 | 0 | 4
C/C(=N/NC(=O)CNC(=O)c1ccco1)c1ccco1 | · | -1.4 | 16 | -12 | -7 | 4 | -2 | -6 | 0 | 10
Cc1ccc(C(C)C)cc1-n1nnc(-c2cccc(Cc3ccc4ccccc4c3)c2)c1C(C)O (stereo not given) | · | -1.3 | 17 | 0.0 | · | · | -6 | 22 | · | 10
CC(C)[C@H](NC(N)=O)C(=O)Nc1cccc(S(=O)(=O)NC2=NCCCCC2)c1 | 5 | 1.8 | 5 | -1.4 | · | · | -2 | 4 | · | 5
CCOC(=O)N1CCN(C(=O)CSCC(=O)Nc2nc(-c3ccc(-c4ccccc4)cc3)cs2)CC1 | -3 | -1.7 | 0 | -0.4 | -33 | 24 | 4 | 6 | -1 | 1
Cc1ccccc1CNS(=O)(=O)c1ccc2c(c1)OCCO2 | -17 | -0.4 | 15 | -0.4 | 1 | 14 | 6 | 3 | 6 | 20

Individual results from the results shown.
Under SSB-PriA inh, CC(C)[C@H](NC(N)=O)C(=O)Nc1cccc(S(=O)(=O)NC2=NCCCCC2)c1 is entered as 5
Under SSB-PriA inh, Cc1ccccc1CNS(=O)(=O)c1ccc2c(c1)OCCO2 is entered as -17
Under PrPC TRFRET, Cc1ccc(OCCN(C)C)c([N+](=O)[O-])c1 is entered as -6
Under MazEF act, Cc1cc(NC(=O)CSc2nnc(-c3ccco3)n2CC2CCCO2)no1 (stereo not given) is entered as -8
Under BH1578 lux ind, CCOC(=O)N1CCN(C(=O)CSCC(=O)Nc2nc(-c3ccc(-c4ccccc4)cc3)cs2)CC1 is entered as -0.4

(listing goes on)
SMILES | SSB-PriA inh | TcdB inh | CCHFV vOTU inh | BH1578 lux ind | Rv3671c protease | VHR inh abs | MazEF act | PrPC TRFRET | SARS 3CLpro inh | Yp Topo-I inh
CCN(CC)C(=O)c1ccc(NC(=O)C2=C(C)OCCS2)cc1 | -2 | -0.5 | -6 | -0.5 | 4 | 44 | 3 | 7 | 5 | -2
S=C(NCc1ccncc1)Nc1ccc(Br)cc1 | 2 | 2.1 | -9 | 3.8 | 0 | -6 | -11 | 6 | -1 | -2
Cc1ccc(NC(=O)Cc2noc3ccccc23)cc1 | 0 | · | 0 | -0.7 | 8 | 0 | -2 | 1 | -1 | 0
CC(C)c1ccc(NC(=O)CN2C(=O)NC(Cc3c[nH]c4ccccc34)C2=O)cc1 (stereo not given) | 8 | 0.5 | -6 | i | -13 | · | 3 | 16 | · | -23
COC(=O)c1sccc1NC(=O)CSc1cccc(Cl)c1Cl | -2 | · | 0 | i | -1 | 20 | 5 | 4 | -12 | 9
CCOc1ccc(/C=C/C(O)=C2/C(=O)N(C)C3(C)CC2c2ccccc2O3)cc1OC (stereo not given) | -6 | 0.3 | 5 | -0.7 | 12 | 8 | -14 | 3 | 2 | -9
CC(=O)Oc1ccc(C(=O)Nc2cccc(C(=O)c3cccc(NC(=O)c4ccc(OC(C)=O)cc4)c3)c2)cc1 | -7 | · | -18 | -0.3 | -51 | 10 | -20 | 7 | -5 | 7
CCc1ccccc1NC(=O)c1sc2nc(C)cc(C)c2c1N | 4 | 1.5 | -26 | i | -2 | -13 | 1 | -1 | 3 | 8
CCC1=NN(C(=O)c2ccc(C)cc2)C(O)(c2ccc(Br)cc2)C1 (stereo not given) | 6 | · | 4 | -0.1 | 14 | -9 | 6 | 1 | 0 | 5
N#CCCn1cc(/C=N/NC(N)=S)c(-c2ccc(Br)cc2)n1 | · | 5.8 | -1 | -1.4 | -8 | -11 | 5 | -11 | 1 | 2
CCCn1c(SCC(=O)c2ccc(OC)c(OC)c2)nc2c1c(=O)n(C)c(=O)n2C | -1 | · | 11 | i | -7 | -9 | -3 | 3 | -3 | -9
Cc1onc(-c2ccccc2)c1C(=O)OCC(=O)N(C)c1ccccc1 | -10 | -0.7 | -2 | i | 3 | · | -27 | 6 | · | 22

Some of the compounds tested; count on the stated rates, not on these rows.
